Compound activity as filed in PubChem.
EphA4 KYL inhibition: EphA4 ligand-binding antagonists – biochemical, colorimetric, mouse EphA4, primary screen (AID 689). EphA4-AP binding to KYL peptide, pNPP A405; higher % means a stronger effect. 0.1% of 62,000 active. inhibition, % at 10 µM, or IC50 in µM where a hit was titrated; in the data active = a potency from the dose series; inactive = the rest, 99 in 100 with inhibition below about 22%
* hit, by the source's call; & = joins results of further samples. This is a subset. The share of hits here may be higher or lower than overall.

EphA4 KYL inhibition,SMILES
-6.0%,CCCOC(=O)c1ccc(Nc2cc(C)nc3ncnn23)cc1
13.5%,CCOc1ccc(C(=O)Nc2cccc([N+](=O)[O-])c2)cc1Cl
-10.3%,COC(=O)NC1CCC(CC2CCC(NC(=O)OC)CC2)CC1 (stereo unspecified)
-6.1%,CC1CN(S(=O)(=O)c2ccc(NC(=O)c3ccco3)cc2)CC(C)O1 (stereo unspecified)
-9.2%,CCOC(=O)C1CCCN(CC(=O)Nc2c(F)c(F)c(F)c(F)c2F)C1 (stereo unspecified)
0.7%,Cc1ccc(CNC(=O)c2sc3nc4c(c(C(F)(F)F)c3c2N)CCC4)cc1
-1.3%,CCOC(=O)N1CCN(C(=O)/C(=C/c2ccc(OC)cc2)NC(=O)c2ccccc2)CC1
-16.0%,N#C/C(=C\c1ccc(Oc2ccc(C(F)(F)F)cc2[N+](=O)[O-])cc1)c1nc2ccccc2[nH]1
2.0%,CCCn1c(/N=C/c2ccc3c(c2)OCO3)nc2ccccc21
-1.8%,O=C1OC(Nc2ccc(Br)cc2F)c2ccccc21 (stereo unspecified)
-2.7%,Cc1cc(OCc2nn[nH]n2)c2c(C)c(Cc3ccccc3)c(=O)oc2c1
1.4%,Cc1nc2ccccc2cc1C(=O)NCc1ccco1
-0.7%,CCN(CC)Cc1cc(CC(C(N)=O)C(N)=O)ccc1OC
11.5%,O=C(O/N=C1\CCS(=O)(=O)c2sccc21)c1ccccc1
5.3%,COc1ccccc1OCCn1cc(C(=O)c2ccco2)c2ccccc21
9.7%&-6.4%,CCOC(=O)c1cccc(Nc2ncnc3ccc(C)cc23)c1
10.5%,CCn1c(=O)c(=O)n(CC)c2cc(S(=O)(=O)Nc3cccc(OC)c3)ccc21
-3.5%,O=C1c2ccc(-c3nc4ccccc4o3)cc2C(=O)N1CC1CCCO1 (stereo unspecified)
9.2%,CCc1ccc2c(c1)[C@]1(C(=O)N2)[C@@H]2C(=O)N(Cc3ccccc3)C(=O)[C@@H]2[C@@H]2CCCN21
-3.1%,CSc1cccc(NC(=O)c2ccccc2N(C)S(C)(=O)=O)c1
1.7%,C/C(=N/NC(=O)c1ccc(NC(=O)c2ccc(F)cc2)cc1)c1ccccc1
-4.6%,CCCC1(C(=O)O)NC(c2cccc(OC)c2O)C2C(=O)N(c3ccccc3)C(=O)C21 (stereo unspecified)
-3.1%,CC(=O)c1cnn(-c2cc(Oc3ccc(F)cc3)ncn2)c1C
-3.2%,COC(=O)CC1C(=O)NCCN1C(=O)CSc1nnc(Nc2ccc(C)cc2)s1 (stereo unspecified)
-4.9%,CC(C)CC(=O)N1CCN(S(C)(=O)=O)CC1
-6.6%,COC(=O)c1cccc(NC(=O)CSc2nnc(C)n2Cc2ccccc2)c1
2.0%,Cc1ccc(Cc2cnc(CN(C)C)c(O)c2)cc1
-15.3%,O=C(Nc1ccc(Br)cc1)c1cccn1-c1ncc(C(F)(F)F)cc1Cl
7.2%,CC(C)=CCC(C)(C)C1OCCN1C(=O)Nc1ccccc1 (stereo unspecified)
-9.1%,O=c1[nH]c(C(F)(F)F)nc2c1nnn2Cc1ccccc1F
-9.2%,CCN1CCN(CC(=O)c2c[nH]c3ccccc23)CC1
6.5%,COC(=O)c1cc(NC(=O)/C=C/c2ccc(OC)cc2)cc(C(=O)OC)c1
1.0%,CCOCCCNC(=O)c1cn(C)c2ccc(S(=O)(=O)N(C)C3CCCCC3)cc2c1=O
-3.6%,N#Cc1cnn2c1nc(N1CCCCC1)c1ccccc12
4.1%,COc1cc(/C=C2\C(=O)N(c3ccc(S(N)(=O)=O)cc3)N=C2C)cc(I)c1O
-9.1%,CC(=O)Nc1nc2ccc(Br)cc2s1
-7.7%,Cc1cc(NC(=O)Nc2cc(C)nn2-c2ccccc2)n(-c2ccccc2)n1
-8.6%,O=C(/C=C/c1ccc(F)cc1)N1CCC(CN2C(=O)c3cccc4cccc(c34)C2=O)CC1
-6.5%,O=C(c1noc2c1CCCC2)N1CCOCC1
-5.6%,CCN1C(=O)/C(=C2\C=Cc3ccccc3N2CC)SC1=S
2.4%,O=C1CCCC(NCCCCCCNC2=C([N+](=O)[O-])C(=O)CCC2)=C1[N+](=O)[O-]
-13.4%,Cc1ccccc1N=C1Nc2ccccc2CS1
-3.5%,CCOc1cc(/C=C2/SC(=O)N(CC(=O)N3CCc4ccccc4C3)C2=O)ccc1OCC(=O)O
-8.5%&-4.8%,COc1ccc2nc(NC(C)=O)sc2c1
-6.5%,CN(C)S(=O)(=O)c1ccc(NC(=O)c2cccnc2)cc1
-6.5%,Cc1ccc(C)n1-n1cnc2sc3c(c2c1=O)CCC3
-7.8%,CCCCNC(=O)c1sc2nc(C)cc(COC)c2c1-n1cccc1
2.5%,Cc1[nH]nc2c1-c1nc3ccccc3nc1C(C)(C)C2
-3.9%,COc1cccc(NC(=O)Nc2cccn(Cc3ccccc3)c2=O)c1
-1.4%,CCC(=O)Oc1cccc(C(=O)Nc2ccc(-c3nnc(-c4ccco4)o3)cc2)c1

Next results follow.
EphA4 KYL inhibition,SMILES
-2.4%,CC(C)CNC(=O)CSc1nnc(-c2ccccn2)n1Cc1ccccc1
-4.2%,CCS(=O)(=O)CCSc1nc2ccccc2s1
-4.8%,O/N=C(/CCc1ccccc1)C1(O)CCCCC1
5.5%,COc1ccccc1-c1nnc(NC(=O)c2ccccc2F)o1
8.1%,Cc1nc2ccccc2nc1N1CCCCC1
-30.1%,Cc1cccc(C(=O)N2CCCCCC2)c1
-11.4%,CCn1c(CNC(=O)c2cccc(C)c2)nnc1SCC(=O)NC1CCCCC1C (stereo unspecified)
9.9%,O=C(Nc1ccc(OCc2ccccc2)cc1)c1cncc(Br)c1
-7.1%,CN(C(=O)c1cccnc1)c1nnc(-c2cnccn2)s1
-1.1%,CSCc1cc(N(C)C)nc(SCc2ccc(Cl)cc2Cl)n1
-5.2%,CCN=C1SC(CC(=O)Nc2ccc(C)cc2)C(=O)N1CC (stereo unspecified)
-9.5%,CCOC(=O)C1=C(C)NC(=O)NC1c1ccc(OCC(=O)N2CCCCC2)cc1 (stereo unspecified)
-4.7%,Cc1cccc2cc(COC(=O)C3CCCO3)c(=O)[nH]c12 (stereo unspecified)
15.0%,CC(C)C(=O)Nc1cccc(NC(=S)NC(=O)c2ccc(Cl)cc2)c1
-4.3%,O=c1[nH]nc(Cc2ccc3ccccc3n2)c2ccccc12
8.6%,CC(=O)N1CCN(c2ccc(NC(=O)/C=C/c3ccccc3)cc2)CC1
-6.1%,COc1ccc(Cl)cc1N(CC(=O)N1CCN(Cc2ccccc2)CC1)S(C)(=O)=O
-6.3%,COC(=O)/C(C(C)=O)=C(\C=C\N(C)C)N(C)C
-16.1%,Cc1ccc(Cc2cnc(NC(=O)c3ccccc3Cl)s2)cc1
11.4µM*,O=C(Nc1cccc2ccccc12)/C(=C/c1ccc([N+](=O)[O-])cc1)NC(=O)c1ccccc1
-16.2%,Cc1ccccc1C(=O)NNC(=O)c1ccoc1C
4.1%,COc1ccc(-n2c(=O)[nH]cc(C(=O)N3CCCc4ccccc43)c2=O)cc1
-13.6%,COc1ccc(CCCc2nnc(SCC(=O)N/N=C\c3ccc(O)c(OC)c3)o2)cc1C
-13.5%,COC(=O)N(C)c1ccccc1C(=O)N1CCOCC1
-15.1%,CCOC(=O)CCP(=O)(O)C(O)c1ccc(OC)cc1 (stereo unspecified)
8.4%,Fc1ccc(C2CC(c3ccc(F)cc3)n3ncnc3N2)cc1 (stereo unspecified)
-4.7%,CCC(=O)N1c2ccccc2-c2nnc(SC)nc2OC1c1ccc(OC)c(OC)c1 (stereo unspecified)
-2.1%,O=C(Oc1ccc2c(=O)c(Oc3ccccc3Br)coc2c1)c1ccccc1
-1.7%,Oc1ccc(N=Nc2n[nH]c(-c3ccc(Cl)cc3)n2)cc1
-3.5%,CCc1nnc2n1N=C(c1ccc(-c3cc(Cl)ccc3Cl)o1)CS2

Looked up one by one from above, 4 records:
EphA4 KYL inhibition,SMILES
-2.4%,CC(C)CNC(=O)CSc1nnc(-c2ccccn2)n1Cc1ccccc1
-16.0%,N#C/C(=C\c1ccc(Oc2ccc(C(F)(F)F)cc2[N+](=O)[O-])cc1)c1nc2ccccc2[nH]1
-7.7%,Cc1cc(NC(=O)Nc2cc(C)nn2-c2ccccc2)n(-c2ccccc2)n1
2.5%,Cc1[nH]nc2c1-c1nc3ccccc3nc1C(C)(C)C2

Following part:
EphA4 KYL inhibition,SMILES
47.3%,CC(=O)OC1=C(C#N)Cn2ccc3cccc1c32
-7.3%,CCOc1ccc(C(=O)NCc2ccccn2)cc1
-7.5%,Fc1cccc(Cl)c1CSc1ncn[nH]1
-3.0%,CC1=C(C(=O)OCc2ccccc2)C(c2sccc2C)NC(=S)N1 (stereo unspecified)
-10.8%,CN(C)CCCNC(=O)c1ccc(Cl)c(S(=O)(=O)N(C)c2ccccc2)c1
-24.8%,CCOc1ccc(N(CC(=O)Nc2ccc(OC)cc2)S(C)(=O)=O)cc1
-8.3%,O=c1c2c(-c3ccc(Cl)cc3)csc2nc2n1CCC2
3.8%,CCOCCCNC(=O)C(NC(=O)C1CCC(=O)N1)c1ccc(C)cc1 (stereo unspecified)
2.3%,CCC(C)NS(=O)(=O)c1ccc(S(=O)(=O)Nc2cc3c(cc2C(C)=O)OCO3)cc1 (stereo unspecified)
-11.5%,O=C(CCN1C(=O)c2ccccc2C1=O)N1CCN(c2ccccc2)CC1
1.7%,N#C/C(C(=O)Oc1ccccc1)=C1\C=Cc2ccccc2N1
-5.7%,O=C(Cn1nnc(-c2ccc(N3CCOCC3)cc2)n1)OC1CCCCC1
-4.9%&-5.5%,Cc1cccc(/C=N/n2c(C)nnc2C)c1
-3.8%,Nc1nc(-c2ccco2)nn1C(=O)c1cccnc1
-20.5%,O=Cc1ccc(Sc2nnc(-c3ccccc3)o2)c([N+](=O)[O-])c1
-3.7%,C/C(=N\N=C1\NC(=O)C(CC(=O)Nc2ccc(Cl)cc2)S1)C(C)(C)C (stereo unspecified)
22.5%,CC12C(=O)N(c3ccccc3C(=O)O)C(=O)C1C1C=CC2C1 (stereo unspecified)
1.0%,COc1ccc(C2=CC(c3sccc3C)n3nnnc3N2)cc1 (stereo unspecified)
-3.3%,CCCc1ccc(-c2c(C)sc(NC(=O)c3ccnn3C)c2C#N)cc1
9.9%,CCSc1nnc(N(CCC(=O)O)CCC(=O)O)s1
-8.6%,CSc1ccc(/C=C/C(=O)c2ccc(NC(=O)c3cccs3)cc2)cc1
-16.0%,COc1cc(/C=C(/C#N)c2nc3ccccc3[nH]2)ccc1Oc1ncccc1[N+](=O)[O-]
4.7%,Cc1cccc(OCc2nnc(SCn3nnc4ccccc4c3=O)o2)c1
3.2%,Cc1cc(-n2c(=O)c(C#N)cc3c(=O)n4ccccc4nc32)no1
-0.4%,O=C(c1ccc2c(=O)n(Cc3ccco3)c(=S)[nH]c2c1)N1CCN(c2ccccc2)CC1
-5.8%,COC(=O)CNC(=O)c1ccccc1F
0.9%,Oc1c(CN2CCCCC2)cc(CN2CCCCC2)nc1-c1ccccc1
14.2%,CCCNC(=O)COc1ccc(C)cc1Br
2.0%,CN1c2cccc3cccc(c23)N(C)C1c1cccs1
-1.9%,Cc1ccc(S(=O)(=O)Nc2ccccc2-c2ccccc2)cc1
2.2%,CCOc1ncccc1C(=O)OCC(=O)c1c(N)n(C)c(=O)n(C)c1=O
0.5%,COc1cc2c(cc1OC)C(c1cc([N+](=O)[O-])ccc1OC(C)=O)N(C(C)=O)CC2 (stereo unspecified)
1.8%,CCOC(=O)c1cc2sccc2n1CCCN1C(=O)c2ccccc2C1=O
-7.8%,CCC(=O)Nc1sc2c(c1C#N)CC(C)(CC)OC2 (stereo unspecified)
-2.0%,CCOC(=O)c1[nH]c2ccc(OC)cc2c1NC(=O)C(C)N1CCC2(CC1)OCCO2 (stereo unspecified)
-9.2%&5.4%,c1ccc(C(c2ccccc2)N2CCN(c3nc4ccccc4n4cnnc34)CC2)cc1
5.8%,CC(C)CCn1nnnc1C(c1ccccc1)N1CCC(C(N)=O)CC1 (stereo unspecified)
-11.0%,CC(C)NC(=O)C(OC(=O)c1ccccc1)C(OC(=O)c1ccccc1)C(=O)O (stereo unspecified)
2.6%,CCCCCCNCc1ccc(Br)cc1
-2.9%,CC1(CC(=O)N/N=C/c2ccc(-c3ccc(C(=O)O)cc3)o2)OCCO1
15.9%,COc1cc2c(cc1OC)CN(C(=O)C1(c3ccccc3)CC1)CC2
-15.6%,CCN(CC)CCN1C(=O)C(O)=C(C(=O)c2ccco2)C1c1ccccn1 (stereo unspecified)
2.6%,COC(=O)c1cc2sccc2n1Cc1ccc(C)cc1
11.9%,CC1(C)CC(=O)C(C=NCCN2CCOCC2)=C(O)C1
-11.1%,Cc1cccc(NC(=O)C2CCN(c3nccc(C)n3)CC2)c1
-6.1%,Cc1ccc(-n2nc(C)c(C3C(C#N)=C(N)OC4=C3C(=O)CC(C)(C)C4)c2Cl)cc1 (stereo unspecified)
-5.3%,COC(=O)c1ccc(N(C(=O)C(F)(F)F)C2C=CS(=O)(=O)C2)cc1 (stereo unspecified)
-8.3%,Nc1ncc2c(n1)CC(c1ccccc1)CC2=O (stereo unspecified)
-2.0%,O=C(NC(=S)Nc1ccc2ccccc2c1)c1ccco1
-5.1%,COc1ccc(OC)c(C2NC(c3cc(OC)ccc3OC)C(C)C(O)(c3ccc(F)cc3)C2C)c1 (stereo unspecified)
20.6%,Nc1ccc(-c2cc(N)n(-c3ccccc3)n2)cc1
-11.2%,CCOc1ccc(NC(=O)CCCOc2cc(=O)n(C)c3ccccc23)cc1

Part of the list above, field by field.
structure: Cc1nc2ccccc2cc1C(=O)NCc1ccco1
- EphA4 KYL inhibition: 1.4%
structure: CCN(CC)Cc1cc(CC(C(N)=O)C(N)=O)ccc1OC
- EphA4 KYL inhibition: -0.7%
structure: O=C(O/N=C1\CCS(=O)(=O)c2sccc21)c1ccccc1
- EphA4 KYL inhibition: 11.5%
structure: COc1ccccc1OCCn1cc(C(=O)c2ccco2)c2ccccc21
- EphA4 KYL inhibition: 5.3%
